# Screening results: PubChem, Sanford-Burnham Center for Chemical Genomics
# AID2073: inhibitors of Mint1-CaV2.2 protein interaction, biochemical, HTRF (AID 2073) | HTRF protein-protein interaction, Mint1-CaV2.2; higher % means a stronger effect | inhibition, % at 20 µM, or IC50 in µM where a hit was titrated | 0.19% of 290,000 active; in the data active = inhibition mostly above about 51%, no sharp cut-off; also: some results filed as inactive read as strong as hits
# HIV peptide binding: inhibitors of HIV fusion peptide binding, primary screen, biochemical, uHTS, fluorescence dequenching (AID 1986) | cell-free peptide binding, fluorescence dequenching, 30 min; higher % means a stronger effect | 0.3% of 290,000 active | inhibition, % at 20 µM; hits with a dose series show IC50 in µM; in the data active = inhibition mostly above about 52%, no sharp cut-off; inactive = mostly below about 76%; also: some results filed as inactive read as strong as hits
# An asterisk follows results filed as active. These rows are one share of the data, so the mix of outcomes need not match the whole.
SMILES,AID2073,HIV peptide binding
O=C(CCN1CCN(CCO)CC1)N1c2ccccc2Sc2ccc(C(F)(F)F)cc21,-3%,-0.8%
